Source: PubChem
PRC2 inh: inhibitors of human EZH2/PRC2 methyltransferase | Q15910 | PRC2 H3K27 methylation, DELFIA TRF, 1 h | inhibition, % at 12.5 µM | hit rate 0.35% among 57,000;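 active = mean inhibition of replicates at least 50% and every single replicate also reaching 50%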;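 also: dimethyl H3K27 on biotinylated H3 21-44 peptide detected by antibody; plate controls were median neutral control wells for no effect and median positive control wells for full effect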
IDH1 mut inh: inhibitors of human IDH1 R132H. IDH1 R132H reductase, diaphorase/resazurin fluorescence, 60 min. AID 624101. O75874. inhibition, % at 10 µM. hit rate 0.18% among 70,000; in the data active = inhibition above about 34%;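 also: 0% = DMSO and 100% = no enzyme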
Target sequence (O75874 whole entry R132H): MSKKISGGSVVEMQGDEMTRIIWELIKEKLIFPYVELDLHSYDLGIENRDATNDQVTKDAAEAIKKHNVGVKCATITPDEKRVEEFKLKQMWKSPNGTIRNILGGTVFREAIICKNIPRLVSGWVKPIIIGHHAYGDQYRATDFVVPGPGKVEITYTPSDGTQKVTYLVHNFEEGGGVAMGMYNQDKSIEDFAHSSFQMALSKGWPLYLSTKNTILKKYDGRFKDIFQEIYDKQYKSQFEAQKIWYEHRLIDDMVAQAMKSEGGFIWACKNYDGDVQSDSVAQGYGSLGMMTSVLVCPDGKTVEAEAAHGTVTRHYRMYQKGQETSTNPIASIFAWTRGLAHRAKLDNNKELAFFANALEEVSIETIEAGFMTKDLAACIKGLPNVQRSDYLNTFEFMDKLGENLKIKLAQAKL
The depositor's hits bear a star; x = not tested or not shown.

SMILES	PRC2 inh	IDH1 mut inh
CO[C@H]1CN(C)C(=O)c2cc(NC(=O)C3CCC3)ccc2OC[C@@H](C)N(C(=O)CN(C)C)C[C@@H]1C	-11.6	0.3
O=C(C[C@@H]1C[C@@H]2c3cc(NC(=O)NC4CCCC4)ccc3O[C@@H]2[C@@H](CO)O1)NCc1cccc(F)c1	-15.8	-0.3
CCCc1cn(CC[C@@H]2CC[C@@H](NS(=O)(=O)c3ccccc3Cl)[C@@H](CO)O2)nn1	2.4	-0.2
C[C@@H]1CN([C@H](C)CO)S(=O)(=O)c2ccc(C3=CCCC3)cc2O[C@H]1CN(C)Cc1cncnc1	2.5	2.9
C[C@@H]1CN([C@H](C)CO)C(=O)Cc2cc(NS(=O)(=O)c3ccc(Cl)cc3)ccc2O[C@@H]1CN(C)CC1CCCCC1	-1.0	-0.4
Cc1ccccc1-c1ccc2c(c1)O[C@H](CN(C)Cc1ccc(C(=O)O)cc1)[C@H](C)CN([C@@H](C)CO)S2(=O)=O	17.7	3.9
O=C(C[C@@H]1C[C@@H]2c3cc(NC(=O)Nc4ccc(C(F)(F)F)cc4)ccc3O[C@@H]2[C@H](CO)O1)NCc1cccnc1	0.8	0.1
Cc1ccc(-c2cc(C(=O)NCc3cccnc3)c3cc(Br)ccc3n2)cc1	-8.5	-0.1
C[C@@H]1CN([C@H](C)CO)C(=O)Cc2cc(NC(=O)CCN3CCOCC3)ccc2O[C@@H]1CN(C)Cc1ccccc1	-3.2	-3.3
COc1ccc(N(CC(=O)O)S(C)(=O)=O)cc1OC	1.1	0.5
CC(=O)Nc1ccccc1NC(=O)COc1ccc(Cl)cc1Cl	-22.2	0.3
CCCC#Cc1cnc2c(c1)C(=O)N([C@H](C)CO)C[C@H](C)[C@@H](CN(C)C(=O)Cc1ccccc1)O2	-15.8	-3.9
CCCN1CCN(c2ncnc3scc(C4COc5ccccc5O4)c23)CC1 (centres undefined)	-9.3	-0.1
Nc1cccc(-c2cc3c(Oc4cccc(O)c4)ncnc3[nH]2)c1	x	-1.0
O=C(NCC1CCCO1)c1cc(S(=O)(=O)N2CCCC2)c(Cl)cc1Cl (centres undefined)	11.7	-0.1
C[C@H](CO)N1C[C@H](C)[C@H](CN(C)S(=O)(=O)c2ccccc2)Oc2cc(C#Cc3ccncc3)ccc2S1(=O)=O	x	0.5
C[C@H](O)C#Cc1ccc2c(c1)O[C@H](CN(C)C(=O)C1CCC1)[C@@H](C)CN([C@H](C)CO)S2(=O)=O	2.0	x
O=C(CN1CCOCC1)NCC[C@H]1CC[C@H](NC(=O)c2ccc3c(c2)OCO3)[C@H](CO)O1	0.8	61.4*
CO[C@H]1CN(C)C(=O)c2ccc(NC(=O)c3ccccc3F)cc2OC[C@H](C)N(C(=O)c2ccccc2F)C[C@@H]1C	-7.5	0.1
O=C(O)CCC/C=C\C[C@@H]1[C@@H](/C=C/[C@@H](O)COc2cccc(C(F)(F)F)c2)[C@H](O)C[C@@H]1O	8.8	-0.5
C[C@@H]1CN([C@H](C)CO)C(=O)c2cc(C#CC3CC3)cnc2O[C@H]1CN(C)C(=O)c1ccncc1	7.4	0.3
Cc1noc(C)c1NC(=O)Nc1ccc2c(c1)CC(=O)N([C@H](C)CO)C[C@@H](C)[C@@H](CN(C)C(=O)NC1CCCCC1)O2	x	1.7
C[C@@H]1CN([C@@H](C)CO)C(=O)c2cccc(NC(=O)C3CCCCC3)c2O[C@@H]1CN(C)C(=O)Nc1ccccc1	5.6	x
C/C=C/c1cnc2c(c1)C(=O)N([C@@H](C)CO)C[C@@H](C)[C@H](CN(C)S(=O)(=O)c1ccccc1F)O2	-1.2	0.0
Cc1ccccc1S(=O)(=O)NCC[C@H]1CC[C@@H](NC(=O)C2CCCC2)[C@H](CO)O1	5.6	-0.2
N#Cc1c(NC(=O)c2ccc(COc3ccccc3Cl)o2)sc2c1CCCC2	x	0.1
Cc1ccc(S(=O)(=O)Nc2ccc3c(c2)C(=O)N([C@@H](C)CO)C[C@@H](C)[C@H](CN(C)C(=O)Nc2ccc(C(F)(F)F)cc2)OCCCC[C@@H](C)O3)cc1	x	-2.3
COCCOC(=O)N1C(=O)[C@@]2(c3cc(C#CCCO)ccc31)[C@H](c1ccccc1OCCO)N1[C@H](c3ccccc3)[C@H](c3ccccc3)OC(=O)[C@H]1[C@@H]2C(=O)N1CCc2cc(OC)c(OC)cc2C1	-16.0	x
CC(C)NC(=O)Nc1ccc2c(c1)C(=O)N([C@@H](C)CO)C[C@@H](C)[C@H](CN(C)Cc1ccccc1)OCCCC[C@@H](C)O2	6.5	x
Cc1cc(C)cc(N(CC(=O)O)S(=O)(=O)c2ccccc2)c1	-20.3	0.1

Record cards (already shown). Order of screens: PRC2 inh | IDH1 mut inh
CCCc1cn(CC[C@@H]2CC[C@@H](NS(=O)(=O)c3ccccc3Cl)[C@@H](CO)O2)nn1 as listed: 2.4 | -0.2
C[C@@H]1CN([C@H](C)CO)C(=O)Cc2cc(NC(=O)CCN3CCOCC3)ccc2O[C@@H]1CN(C)Cc1ccccc1 as listed: -3.2 | -3.3

Following part:
SMILES	PRC2 inh	IDH1 mut inh
COc1ccc(NC(=O)Nc2ccc3c(c2)C(=O)N([C@@H](C)CO)C[C@@H](C)[C@@H](CN(C)S(=O)(=O)c2ccccc2)O3)cc1	x	-0.1
Cc1noc(C)c1NC(=O)N(C)C[C@@H]1Oc2ccc(NS(C)(=O)=O)cc2C(=O)N([C@H](C)CO)C[C@H]1C	x	1.2
O=C(Cn1ccc([N+](=O)[O-])n1)Nc1cc(F)ccc1F	-9.0	0.0
CN(Cc1nc(-c2cccc([N+](=O)[O-])c2)no1)S(=O)(=O)c1ccc(Cl)cc1	15.6	0.0
CCn1c(SCC(=O)Nc2ccc(C)c(C)c2)nnc1-c1ccncc1	5.5	-0.1
C[C@H]1CN([C@@H](C)CO)C(=O)c2cc(-c3ccccc3F)cnc2O[C@H]1CN(C)C(=O)C1CCC1	-2.2	-0.9
C[C@H](O)C#Cc1ccc2c(c1)O[C@H](CN(C)CC1CCOCC1)[C@H](C)CN([C@H](C)CO)S2(=O)=O	x	-0.1
C[C@@H]1CN([C@H](C)CO)S(=O)(=O)c2ccc(C#CC3CCCC3)cc2O[C@H]1CN(C)C(=O)c1cccc(F)c1	32.9	x
Cc1cccc(S(=O)(=O)N(C)C[C@@H]2OCc3cn(nn3)CCCC(=O)N([C@@H](C)CO)C[C@@H]2C)c1	-0.6	x
CS(=O)(=O)N(CC(=O)Nc1ccc(Br)cc1)c1cccc(C(F)(F)F)c1	-1.0	-0.4
C[C@@H]1CN([C@@H](C)CO)C(=O)c2cc(NC(=O)c3ccncc3)ccc2O[C@@H](C)CCCCO[C@@H]1CN(C)C(=O)C1CCCCC1	5.0	3.7
O=C(NCC[C@H]1CC[C@@H](NC(=O)c2ccc3c(c2)OCO3)[C@@H](CO)O1)Nc1cc(F)ccc1F	-3.0	0.0
Cc1noc(C)c1NC(=O)Nc1ccc2c(c1)C(=O)N([C@H](C)CO)C[C@@H](C)[C@@H](CN(C)Cc1ccc(C(F)(F)F)cc1)OCCCC[C@H](C)O2	x	-0.3
COc1ccc(NC(=O)Nc2ccc3c(c2)CC(=O)N([C@H](C)CO)C[C@H](C)[C@H](CN(C)C(=O)Nc2ccccc2)O3)cc1	x	2.6
C[C@@H]1CN([C@@H](C)CO)C(=O)Cc2cc(NS(=O)(=O)c3ccc(Cl)cc3)ccc2O[C@@H]1CN(C)CC1CCCCC1	2.0	-0.6

For convenience, part of the list above:
SMILES	PRC2 inh	IDH1 mut inh
COc1ccc(NC(=O)Nc2ccc3c(c2)C(=O)N([C@@H](C)CO)C[C@@H](C)[C@@H](CN(C)S(=O)(=O)c2ccccc2)O3)cc1	x	-0.1
Cc1noc(C)c1NC(=O)N(C)C[C@@H]1Oc2ccc(NS(C)(=O)=O)cc2C(=O)N([C@H](C)CO)C[C@H]1C	x	1.2
O=C(Cn1ccc([N+](=O)[O-])n1)Nc1cc(F)ccc1F	-9.0	0.0
CN(Cc1nc(-c2cccc([N+](=O)[O-])c2)no1)S(=O)(=O)c1ccc(Cl)cc1	15.6	0.0
CCn1c(SCC(=O)Nc2ccc(C)c(C)c2)nnc1-c1ccncc1	5.5	-0.1
C[C@H]1CN([C@@H](C)CO)C(=O)c2cc(-c3ccccc3F)cnc2O[C@H]1CN(C)C(=O)C1CCC1	-2.2	-0.9

Next section.
SMILES	PRC2 inh	IDH1 mut inh
OCCN(CCO)c1nc2ccccc2[nH]1	-0.4	1.2
O=C(C[C@@H]1CC[C@H](NC(=O)CN2CCOCC2)[C@H](CO)O1)NCCc1ccccc1	6.4	0.3
Cn1c(CN2CCOCC2)nnc1SCC(=O)Nc1ccc2c(c1)OCCO2	5.2	0.0
CC(C)NC(=O)N(C)C[C@@H]1Oc2ccc(NS(C)(=O)=O)cc2CC(=O)N([C@H](C)CO)C[C@@H]1C	-4.7	1.1
O=C(Cn1cnc2sc3c(c2c1=O)CCCC3)Nc1ccccc1Br	6.0	-0.5
COC(C(=O)Nc1ccccc1C(=O)N1CCOCC1)c1ccccc1 (centres undefined)	5.0	0.0
C[C@H]1CN([C@@H](C)CO)C(=O)CCCn2cc(nn2)CO[C@@H]1CN(C)C(=O)Nc1ccc2c(c1)OCCO2	-3.1	x
C[C@@H]1CN([C@H](C)CO)C(=O)c2cc(N(C)C)ccc2O[C@@H](C)CCCCO[C@H]1CN(C)C(=O)c1ccccc1	-0.8	x
CCCNC(=O)C[C@H]1C[C@@H]2c3cc(NC(=O)Nc4ccccc4F)ccc3O[C@@H]2[C@@H](CO)O1	1.4	5.2
C[C@@H]1CN([C@H](C)CO)C(=O)c2cc(-c3cncnc3)cnc2O[C@@H]1CN(C)C(=O)Nc1ccc2c(c1)OCO2	x	-0.2
COc1ccccc1CNC(=O)C[C@@H]1CC[C@@H](NC(=O)CN(C)C)[C@H](CO)O1	1.2	-0.2
COC(=O)C[C@@H]1C[C@@H]2c3cc(NC(=O)C4CCOCC4)ccc3O[C@@H]2[C@H](CO)O1	-0.3	0.3
Cc1ccc(NC(=O)CSc2nnc(-c3cccnc3)n2-c2ccc(Br)cc2)cc1F	-9.5	-0.2
C[C@@H]1CN([C@H](C)CO)C(=O)Cc2cc(NS(C)(=O)=O)ccc2O[C@H]1CN(C)Cc1ccccc1	8.9	0.1
C[C@@H]1CN([C@@H](C)CO)C(=O)Cc2cc(NC(=O)c3ccncc3)ccc2O[C@@H]1CN(C)Cc1ccncc1	4.3	14.1
C[C@H](CO)N1C[C@H](C)[C@H](CN(C)Cc2ccccc2)Oc2cc(-c3ccncc3)ccc2S1(=O)=O	-12.3	x
C[C@H](CO)N1C[C@H](C)[C@H](CN(C)Cc2ccncc2)Oc2ccc(NC(=O)NC3CCCCC3)cc2C1=O	2.7	1.3
O=C(N[C@H]1CC[C@H](CCNS(=O)(=O)c2ccc(F)cc2)O[C@H]1CO)C1CCOCC1	4.4	-0.2
C[C@H](CO)N1C[C@H](C)[C@H](CN(C)Cc2ccc(Oc3ccccc3)cc2)Oc2ncc(-c3cccnc3)cc2C1=O	-1.6	5.7
CO[C@H]1CN(C)C(=O)c2cc(NC(=O)C3CCC3)ccc2OC[C@H](C)NC[C@H]1C	9.2	-0.4
C[C@@H]1CN([C@H](C)CO)C(=O)c2cc(NS(C)(=O)=O)ccc2O[C@@H](C)CCCCO[C@@H]1CN(C)S(=O)(=O)c1cn(C)cn1	x	0.5
O=[N+]([O-])c1ccccc1S(=O)(=O)N1CCN(S(=O)(=O)Cc2ccccc2)CC1	2.4	-0.5
O=C(C[C@@H]1CC[C@@H](NS(=O)(=O)c2ccccc2F)[C@@H](CO)O1)NCCCN1CCOCC1	14.7	0.0
CCC(=O)Nc1ccc2c(c1)C(=O)N(C)C[C@H](OC)[C@H](C)CN[C@H](C)CO2	-4.0	0.1
C[C@@H]1CN([C@H](C)CO)C(=O)c2cccc(N(C)C)c2O[C@H]1CN(C)Cc1ccc2c(c1)OCO2	-9.3	0.2
C[C@@H]1CCCCO[C@@H](CN(C)C(=O)Nc2ccc3c(c2)OCO3)[C@H](C)CN([C@@H](C)CO)C(=O)c2cc(NC(=O)c3ccccc3)ccc2O1	x	0.7
C[C@@H]1CN([C@H](C)CO)C(=O)c2cc(NS(=O)(=O)c3ccccc3)ccc2O[C@H]1CN(C)Cc1ccccc1	13.1	x
O=C(CN1CCOCC1)N[C@H]1CC[C@@H](CCn2cc(C3CCCCC3)nn2)O[C@@H]1CO	-0.8	0.1
C[C@@H]1CN([C@H](C)CO)C(=O)c2cccc(NS(=O)(=O)c3ccc(F)cc3)c2O[C@@H]1CN(C)CC1CCCCC1	2.2	3.2
CO[C@@H]1CN(C)C(=O)c2ccc(NC(C)=O)cc2OC[C@H](C)N(Cc2ccc(F)cc2)C[C@H]1C	0.3	0.3
NC(=O)CSc1nnc(-c2cccnc2)s1	-7.1	0.1
C[C@@H]1CN([C@@H](C)CO)C(=O)Cc2cc(NC(=O)c3ccncc3)ccc2O[C@H]1CN(C)S(=O)(=O)c1cn(C)cn1	x	0.4
O=C(CC1(O)C(=O)Nc2ccccc21)c1ccc(OCC(=O)N2CCOCC2)cc1 (centres undefined)	5.7	-0.8
CC(C)CC#Cc1ccc2c(c1)O[C@H](CN(C)C(=O)Nc1ccccc1F)[C@H](C)CN([C@@H](C)CO)S2(=O)=O	x	0.0
CCCNC(=O)Nc1ccc2c(c1)OC[C@H](C)N(CCC(F)(F)F)C[C@@H](C)[C@@H](OC)CN(C)C2=O	0.2	0.2
CCCNC(=O)N1C[C@@H](C)[C@@H](OC)CN(C)C(=O)c2cc(NS(C)(=O)=O)ccc2OC[C@H]1C	6.8	-0.2
C[C@@H]1CN([C@H](C)CO)C(=O)c2cccc(NC(=O)Nc3ccc(F)cc3)c2O[C@@H]1CN(C)Cc1ccc(C(F)(F)F)cc1	-18.1	2.1
O=C(Nc1ccccc1)Nc1ccc2c(c1)[C@@H]1C[C@@H](CC(=O)N3CCOCC3)O[C@@H](CO)[C@@H]1O2	-6.6	0.2
O=C1c2ccccc2S(=O)(=O)N1CC(O)Cn1c2ccc(Cl)cc2c2cc(Cl)ccc21 (centres undefined)	-7.2	-0.6

These rows are one share of the data (hit frequency here may not be typical).
